# NRP1-CendR mod – alters CendR peptide binding to human NRP-1; O14786; FAM-RPARPAR peptide binding to NRP-1, fluorescence polarization; inhibition, % at 25 µM; actives 0.85% (n = 360,000);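 active = inhibition or corrected inhibition above about 18%, plus a signal ratio from 0.5 to 1.5, limit read from the data, passing the limit was not always enough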; note: strong numbers were not always called active
# MLLE-PAM2 inh – blocks PAM2 peptide binding to the PABP1 MLLE domain. AID 588489. actives 0.36% (n = 360,000). GST-MLLE / FITC-PAM2 fluorescence polarization. inhibition, % at 20 µM. P11940; in the data active = inhibition above about 35%, passing the limit was not always enough;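 note: plate controls were DMSO wells with GST-MLLE for no effect and wells lacking GST-MLLE protein for full effect; some results filed as inactive read as strong as hits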
# MsrA act – activators of bovine methionine sulfoxide reductase A. actives 0.3% (n = 360,000). purified bovine MsrA, absorbance read-out. activation, % at 10.6 µM; in the data active = activation above about 7.5%;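 note: 0% = vehicle and 100% = reference activator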
# Tb MetRS inh – blocks T. brucei methionyl-tRNA synthetase activity | AID 624268 | actives 0.4% (n = 360,000) | inhibition, % at 11.9 µM | purified T. brucei MetRS, ATP depletion, Kinase-Glo luminescence;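 active = inhibition above a per-plate cutoff of the control wells' mean inhibition plus 3 SD, cut at about 5.5% in these data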;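 note: 0% = DMSO wells median and 100% = median of wells with control inhibitor compound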
#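 Material – parasite MetRS enzyme · Medium – HEPES-MgCl2-KCl buffer plus DTT, spermine, BSA, pyrophosphatase · Reagent – ATP, methionine and E. coli bulk tRNA substrates · Times – 15 min enzyme-compound preincubation, 2 h reaction, 10 min detection, 25 °C · Measured by – luminescence of leftover ATP · Evaluation – percent inhibition relative to median high and low control wells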
# SKN-1 block – C. elegans SKN-1 inhibition; C. elegans VP596 Pgst-4::GFP/RFP ratio, acrylamide-induced, 24 h; inhibition, % at 21.8 µM; actives 0.49% (n = 360,000);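 active = interference check ratio from 0.5 to 1.5 plus GFP to RFP signal ratio inhibition reaching or exceeding a fixed threshold, cut at about 30% in these data, passing the limit was not always enough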; note: some compounds called inactive have numbers as strong as hits
# eLon inh – E. coli protease La inhibition; purified E. coli Lon protease, fluorescence polarization; inhibition, % at 7.94 µM; actives 0.42% (n = 360,000); in the data active = inhibition above about 13%, passing the limit was not always enough;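 note: 0% = enzyme with probe and DMSO and 100% = no enzyme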
# Target sequence (P0A9M0 whole entry, looked up): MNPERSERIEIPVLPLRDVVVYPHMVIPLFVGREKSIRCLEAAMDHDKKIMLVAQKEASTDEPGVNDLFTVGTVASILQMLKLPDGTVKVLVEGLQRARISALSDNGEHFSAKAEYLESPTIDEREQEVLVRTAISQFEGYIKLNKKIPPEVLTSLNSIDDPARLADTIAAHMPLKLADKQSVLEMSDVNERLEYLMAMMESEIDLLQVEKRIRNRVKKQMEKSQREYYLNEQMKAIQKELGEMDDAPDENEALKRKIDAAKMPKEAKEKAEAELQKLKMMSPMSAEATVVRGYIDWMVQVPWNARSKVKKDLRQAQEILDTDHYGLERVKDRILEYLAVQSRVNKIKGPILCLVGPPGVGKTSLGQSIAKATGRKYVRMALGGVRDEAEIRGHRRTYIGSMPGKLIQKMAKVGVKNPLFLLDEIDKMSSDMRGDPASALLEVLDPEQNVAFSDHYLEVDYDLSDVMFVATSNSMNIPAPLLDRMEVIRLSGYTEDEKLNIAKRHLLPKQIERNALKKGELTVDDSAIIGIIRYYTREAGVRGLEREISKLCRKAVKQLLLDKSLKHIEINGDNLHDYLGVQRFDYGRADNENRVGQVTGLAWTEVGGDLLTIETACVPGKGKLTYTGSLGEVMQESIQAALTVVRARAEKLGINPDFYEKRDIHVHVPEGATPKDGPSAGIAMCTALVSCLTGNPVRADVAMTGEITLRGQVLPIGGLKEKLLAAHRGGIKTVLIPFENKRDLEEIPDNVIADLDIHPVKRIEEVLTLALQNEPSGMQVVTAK
# MsrA inh – bovine MsrA inhibition; purified bovine MsrA, absorbance read-out; inhibition, % at 15.5 µM; actives 0.75% (n = 360,000); AID 651718; in the data active = inhibition above about 4.5%;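 note: 0% = vehicle wells with enzyme and 100% = reference inhibitor wells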
# FAS TE block – FAS thioesterase (human) inhibition. actives 0.67% (n = 360,000). P49327. recombinant FAS-TE, OMFH fluorogenic substrate, fluorescence endpoint. inhibition, % at 15 µM;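 active = compounds whose normalised, plate-corrected inhibition of enzyme fluorescence in the single-dose primary screen is 50% or more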;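 note: 0% = DMSO with enzyme and 100% = substrate without enzyme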
# MT1-MMP act inh – blocks activation of human MT1-MMP; P50281; HT1080 RFP-PRO-GFP cells, GFP/RFP ratio fluorescence, overnight; percent of plate control window, DMSO zero; GFP/RFP ratio change, % at 20 µM; actives 0.061% (n = 360,000);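 active = GFP/RFP ratio change of at least 30% with cell ATP level not reduced by more than half and red fluorescence within 50% of control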; note: strong numbers were not always called active
#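 Material: RFP-PRO-GFP reporter HT1080 cells. Dosing: single-point 20 µM compound, 1% DMSO. Controls: DMSO and RFP-L50D-GFP cell wells. Timing: cells overnight before dosing, compound overnight, 37 °C, 5% CO2. Measure: GFP/RFP fluorescence ratio.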
# * marks the source's active call; other numbers are inactive results; x = not tested or not shown.
Molecule,MLLE-PAM2 inh,FAS TE block,MsrA inh,SKN-1 block,Tb MetRS inh,eLon inh,NRP1-CendR mod,MT1-MMP act inh,MsrA act
CCOC(=O)N1CCN(C(=S)Nc2cccc(C)c2C)CC1,-32,-9,0.7,7,0.0,2,2,2,0
CCOC(=O)C1=C(C)C2C3C(=O)N(c4cc(C)ccc4C)C(=O)C3C1(C)C1C(=O)N(c3cc(C)ccc3C)C(=O)C21 (stereo unspecified),14,15,1.9,7,-0.1,-6,-6,-2,-2
CCOc1ccc(-c2csc(NC(=O)c3cccc(N4C(=O)CCC4=O)c3)n2)cc1,9,5,1.4,-10,-1.2,2,-7,3,-13
COc1ccc(N2C(=O)CSC2c2ccc(F)cc2)cc1 (stereo unspecified),-6,-4,0.8,5,-0.3,-11,3,1,-2
Cc1nn(-c2ccc(F)cc2)c2sc(C(=O)N3CCCCCC3)cc12,9,17,-0.6,48*,-0.6,-6,-10,-5,-2
O=S1(=O)c2ccccc2C(CCO)N1Cc1ccccc1 (stereo unspecified),-8,-8,2.5,10,-0.4,-1,-5,3,-8
O=C(NCCCN1CCOCC1)c1cc(S(=O)(=O)N2CCOCC2)ccc1Cl,-3,-6,0.4,1,-0.2,3,7,-3,-3
COC(=O)c1c(NC(=O)c2ccco2)sc2c1CCC2,23,19,0.4,40*,-0.3,4,6,-5,-1
Cn1c(NCc2cccnc2)nc2c1c(=O)n(Cc1ccccc1F)c(=O)n2C,-4,-5,0.6,-20,-0.2,1,-9,15,-3
COc1ccccc1N1CCN(C(=O)Cn2nc(C(F)(F)F)c3c2CCC3)CC1,2,2,0.2,-16,-2.0,-2,12,-6,-13
O=C(C1=C(O)C(=O)N(Cc2ccccc2)C1c1ccco1)c1ccco1 (stereo unspecified),0,-1,1.4,-15,-0.5,-6,-28,0,-2
COc1ccc(C(=O)NCC(C)(C)N2CCOCC2)cc1S(=O)(=O)NCc1ccc(Cl)cc1,11,-4,0.3,11,-0.3,11,5,3,0
O=C(COC(=O)c1ccc(F)cc1)NCC1CCCCC1,8,4,1.8,6,0.0,3,5,-3,-3
CCN(C(=O)/C=C/c1ccc(OC)cc1)C1CCS(=O)(=O)C1 (stereo unspecified),7,-7,1.8,-7,-0.7,5,3,8,-5
CCSc1nsc(NC(=O)Nc2ccc(F)cc2F)n1,-3,-1,x,-18,0.0,4,-1,7,-8
O=C(c1ccc2[nH]c(=O)c(=O)[nH]c2c1)N1CCc2ccccc21,4,-6,1.6,1,0.3,-10,18,-2,-2
NC(=O)c1ccccc1NC(=O)CSc1nc2ccccc2c(=O)[nH]1,12,-6,0.1,-33,-0.1,3,-1,-4,-3
Nc1nnnn1/N=C/c1cc(Cl)ccc1O,49*,-3,1.1,-1,-0.1,27,-5,-42,0
CC(C)c1ccc(C(C)NCCS(=O)(=O)c2ccc(Cl)cc2)cc1 (stereo unspecified),0,21,-0.5,-5,0.2,0,-1,1,-1
CC(C)Cn1c(CCNC(=O)c2ccco2)nc2ccccc21,-5,-7,0.2,28,-0.1,-9,-8,0,0
C/C=C/c1ccc(OCCOc2ccc(C=O)cc2)c(OC)c1,-4,15,-0.6,-11,-0.5,3,-2,1,-4
O=C(/C=C/c1ccc(F)cc1)NCc1cccs1,-1,-9,-0.8,3,-0.3,-2,-11,1,-4
CC(C)(C)C(=O)NC1CC2CCCC(C1)N2C(=O)Nc1ccccc1F (stereo unspecified),0,-7,0.1,5,-1.7,3,-2,2,-2
Cc1ccc2nc(SC(C)C(=O)NCc3ccc4c(c3)OCO4)[nH]c2c1 (stereo unspecified),8,-2,-0.9,6,13*,-6,6,0,0
O=C(c1ccc(N2CCCCC2)c([N+](=O)[O-])c1)N1CCN(c2ccccn2)CC1,5,-4,-0.3,-11,-0.6,12,-2,-4,0
Cc1c(Cl)cccc1N=C(N)N=C(N)N,6,-10,1.0,3,-0.8,-3,10,9,-5
Cn1cccc1CNC(=O)Nc1ccc(Cl)c(Cl)c1,-2,8,-0.3,11,0.2,-5,-4,-2,0
N#CC(C(=O)c1ccccc1)=C1SCCS1,9,0,0.6,3,-1.0,13,-33,3,-8
O=C(CCN1C(=O)/C(=C/c2ccc(F)cc2)SC1=S)NCCc1ccc(O)cc1,6,16,-0.3,5,0.1,4,-4,5,-1
CCS(=O)(=O)Nc1ccc(C2=NN(S(=O)(=O)CC)C(c3cccs3)C2)cc1 (stereo unspecified),-8,-4,2.0,5,0.0,-5,-20,-12,-1
O=C(c1cc(-c2ccncc2)nc2ccccc12)N1CCN(c2ccccn2)CC1,-5,-2,0.6,4,-0.8,1,-6,-5,-8
C(=C\c1ccccc1)/CN1CCN(C(c2cc3ccccc3o2)c2nnnn2C2CCCC2)CC1 (stereo unspecified),7,32,1.5,7,-1.0,-7,-4,-1,-8
CN(C)c1ccc(-n2cccc2/C=N/n2cnnc2)cc1,-11,-8,1.1,1,0.0,8,-40,3,-2
O=C(NCc1ccc(N2CCCC2=O)cc1)c1ccc(F)cc1,4,-2,0.6,-9,-0.7,1,-11,4,-1
Cc1nnc(NC(=O)CSc2n[nH]c(-c3ccccc3)n2)s1,-13,-7,0.3,0,-0.5,1,-10,3,-5
CCN(CC)c1ccc(N2C(=O)/C(=C/c3cccnc3)SC2=S)cc1,26,5,-0.7,-18,0.1,6,-1,10,0
CC1(c2ccc([N+](=O)[O-])cc2)Nc2ccccc2S1 (stereo unspecified),42*,23,0.1,6,-0.7,-7,-9,-1,5
Cc1ccc(S(=O)(=O)n2c3ccc(Cl)cc3c3nc(C)sc32)cc1,-17,42,2.6,23,-0.1,4,1,1,-3
CSc1nc(-c2ccccc2)c(C#N)c(=O)[nH]1,-1,-5,3.0,-1,0.1,4,12,2,-3
C[C@H](CO)N1C[C@H](C)[C@@H](CN(C)C(=O)NC2CCCCC2)Oc2ccc(NC(=O)Cc3ccccc3)cc2C1=O,9,-6,0.4,32,-0.5,-3,19,4,-3
Cc1ccc(C2Oc3ccccc3C3=C2C(c2cccs2)n2ncnc2N3)cc1 (stereo unspecified),-2,30,1.3,-3,0.0,-7,-1,-41,-5
COC(=O)c1ccc(C)c(NS(=O)(=O)c2ccc(OC)cc2)c1,10,0,0.5,-2,0.0,3,8,22,-1
CCCC(c1nnnn1CCC(C)C)N1CCC(C(N)=O)CC1 (stereo unspecified),-1,-15,-0.8,-10,-0.7,-3,-12,-2,-13
COCCn1c(SCc2nc3ccccc3c(=O)[nH]2)nc2ccccc2c1=O,-3,1,-0.6,10,-1.0,-11,-17,-6,-3
O=C(O)CCCCCn1c(SCC(=O)N2CCCC2)nc2ccsc2c1=O,4,-8,-0.4,10,0.1,4,2,4,-2
CC1=CC(C)(C)Nc2ccc(OS(=O)(=O)c3ccc(C)cc3)cc21,9,30,1.1,15,-0.6,-4,-2,3,-3
COCCCNC(=O)C1CCC(=O)N(c2ccc3c(c2)OCO3)C1c1ccc(OC)cc1 (stereo unspecified),-7,-5,-0.7,12,-0.4,-5,1,1,-3
O=C(CNC(=O)c1ccccc1Cl)NCCc1cccs1,2,-1,0.6,9,-0.2,2,-18,-4,-13
O=C(Nc1ccc(Cl)c(Cl)c1)Oc1ccc(NC(=O)c2ccco2)cc1,-4,10,0.0,7,-1.7,0,-3,0,-4
CCOC(=O)c1nc(Nc2ccc(N3CCC(C)CC3)cc2)c2ccccc2n1,3,10,1.2,-7,-0.4,-5,-6,-2,-2
S=c1[nH]ncn1/N=C/c1ccco1,-15,-8,1.6,17,0.3,1,10,1,1
CC1(C)CC2(CC(C)(C)NC(=O)N2)NC(=O)N1,4,-3,-0.9,-17,-0.3,-3,-2,1,-4
O=C(COc1ccc(Cl)cc1)Nc1nnc(-c2ccco2)o1,9,-3,-0.4,9,-0.9,-4,-11,10,-4
NC(=O)c1cc(S(=O)(=O)NCc2cccs2)cs1,-10,-7,-0.3,2,0.1,0,1,0,-1
CCOC(=O)c1sc(NC(=O)c2ccc(Br)o2)cc1C,7,12,3.6,-3,-0.5,-7,-1,4,-1
O=C1CC(C(=O)Nc2ccccc2)N=C(N2CCCCC2)N1 (stereo unspecified),-8,-7,-0.2,9,-0.4,0,-8,1,-1
CC(=O)Nc1ccc(Sc2ccccc2C(=O)N2CCCC2)cn1,12,0,-0.9,4,0.2,-7,-4,3,-3
Nc1ccn(CC(=O)NCCc2ccccn2)c(=O)n1,-2,-10,0.0,-6,-0.2,-3,6,3,-10
O=C(NCCCN1CCOCC1)c1ccc(Cl)c(S(=O)(=O)N2CCCCCC2)c1,-5,-4,1.2,10,-1.0,13,5,x,-3
COc1ccccc1N(CC(O)COc1ccc(C)cc1)S(=O)(=O)c1ccccc1 (stereo unspecified),-7,30,-1.2,-3,-0.8,-5,5,-2,-4

# Structures listed so far that contain a cyano group:
Molecule,MLLE-PAM2 inh,FAS TE block,MsrA inh,SKN-1 block,Tb MetRS inh,eLon inh,NRP1-CendR mod,MT1-MMP act inh,MsrA act
N#CC(C(=O)c1ccccc1)=C1SCCS1,9,0,0.6,3,-1.0,13,-33,3,-8
CSc1nc(-c2ccccc2)c(C#N)c(=O)[nH]1,-1,-5,3.0,-1,0.1,4,12,2,-3

# New compounds follow:
Molecule,MLLE-PAM2 inh,FAS TE block,MsrA inh,SKN-1 block,Tb MetRS inh,eLon inh,NRP1-CendR mod,MT1-MMP act inh,MsrA act
COc1ccc(OC)c(C(O)CNC(=O)CN)c1 (stereo unspecified),-3,x,-0.8,-3,-0.4,-2,-9,4,-1
O=C(NCCNC(=O)c1cccnc1)c1ccc(Br)cc1,-2,-7,0.7,18,4.9,-15,5,3,-1
O=C(NCc1cccs1)C1CCCN(S(=O)(=O)c2cccs2)C1 (stereo unspecified),1,-2,-1.0,20,-0.2,-10,1,-3,-3
COc1ccc(NC(=O)C2CCN(S(=O)(=O)c3ccc4c(c3)CC(C)N4C(C)=O)CC2)cc1OC (stereo unspecified),4,-6,-0.5,9,-0.3,-2,12,3,-2
O=C(c1cccnc1)N1CCCC(Nc2ccc(F)cc2)C1 (stereo unspecified),-1,-6,1.1,-4,-0.1,-2,5,-5,-2
Cc1[nH]c2c(C(=O)N3CCCC(CCC(=O)NCc4ccccc4F)C3)cccc2c1C (stereo unspecified),2,-3,3.0,-6,-0.4,-4,7,1,-3
CCOc1cc(C(=O)Nc2ccc(S(=O)(=O)Nc3onc(C)c3C)cc2)cc(OCC)c1OCC,4,0,-0.7,5,-0.1,0,-1,3,-3
CC(C)(C)OC(=O)[C@H](Cc1ccccc1)NC(=O)c1ncn2c1c(=O)[nH]c1ccc(Br)cc12,4,-13,-0.1,9,-0.1,-9,-6,-4,-5
Cc1nc(Nc2ccc3c(c2)OCCO3)c2c(C)c(C)sc2n1,-2,3,0.7,-2,-0.3,0,10,5,-10

# High-throughput results as filed in PubChem BioAssay.
